PME-1 inh – PME-1 (human) inhibition | recombinant PME-1, FP-Rh probe fluorescence polarization | inhibition, % at 5.9 µM | hit rate 0.53% among 320,000 | AID 2130;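 active means inhibition above the campaign mean of all compounds plus 3 SD, cut at about 26% in these data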;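 further: competitive labeling of PME-1 active site by serine hydrolase directed probe; 0% = PME-1 with DMSO and 100% = wells lacking PME-1 enzyme; inhibitors block probe labeling so polarization falls and inhibition rises; many of its hits are not listed in these tables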
Target sequence (Q9Y570 whole entry, looked up): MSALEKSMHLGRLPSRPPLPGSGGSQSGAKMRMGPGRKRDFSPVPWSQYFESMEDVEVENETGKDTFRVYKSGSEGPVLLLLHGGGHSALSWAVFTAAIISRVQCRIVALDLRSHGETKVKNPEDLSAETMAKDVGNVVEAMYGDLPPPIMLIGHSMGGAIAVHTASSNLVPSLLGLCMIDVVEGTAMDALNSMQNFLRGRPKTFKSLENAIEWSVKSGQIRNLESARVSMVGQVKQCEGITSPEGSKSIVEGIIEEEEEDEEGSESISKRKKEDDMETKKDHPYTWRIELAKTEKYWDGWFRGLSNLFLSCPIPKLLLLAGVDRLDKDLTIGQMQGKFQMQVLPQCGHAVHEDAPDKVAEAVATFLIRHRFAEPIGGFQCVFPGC
PAFAH2 FP inh – PAFAH2 (human) inhibition; inhibition, % at 3.39 µM; AID 492956; Q99487; recombinant PAFAH2, FP-rhodamine activity probe, fluorescence polarization; hit rate 0.99% among 340,000;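 active means inhibition above the mean over all tested compounds plus 3 SD, cut at about 30% in these data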;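 further: inhibitors block probe labeling of enzyme so polarization drops; 0% = enzyme with DMSO and 100% = wells lacking PAFAH2 protein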
pPAFAH inh – inhibitors of human plasma PAF acetylhydrolase (pPAFAH); Q13093; recombinant pPAFAH, FP-rhodamine probe fluorescence polarization; inhibition, % at 3.39 µM; hit rate 1.5% among 330,000; AID 463082;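 active means inhibition above the mean inhibition across the screen plus 3 SD, cut at about 25% in these data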;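 further: inhibitors block binding of the rhodamine activity-based probe so polarization drops; 0% = enzyme with DMSO and 100% = wells lacking pPAFAH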
Fam108B counter – blocks mouse Fam108B hydrolase in RBBP9 counter-screen; AID 1947; inhibition, % at 9.51 µM; hit rate 0.33% among 300,000; recombinant Fam108B, FP-Rh probe fluorescence polarization;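 active means inhibition above the screen mean inhibition plus 3 SD, computed separately per campaign, cut at about 18% in these data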;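 further: inhibitors lower polarization as less probe binds the enzyme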
PAFAH1B3 FP inh – inhibitors of human PAFAH1B3; Q15102; recombinant PAFAH1B3, FP-rhodamine probe, fluorescence polarization; inhibition, % at 3.39 µM; hit rate 0.28% among 340,000; AID 492972;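 active means inhibition above the screen-wide average of all tested compounds plus 3 SD, cut at about 25% in these data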;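 further: 0% = enzyme with DMSO only and 100% = wells lacking PAFAH1B3 protein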
Target sequence (Q15102 whole entry, looked up): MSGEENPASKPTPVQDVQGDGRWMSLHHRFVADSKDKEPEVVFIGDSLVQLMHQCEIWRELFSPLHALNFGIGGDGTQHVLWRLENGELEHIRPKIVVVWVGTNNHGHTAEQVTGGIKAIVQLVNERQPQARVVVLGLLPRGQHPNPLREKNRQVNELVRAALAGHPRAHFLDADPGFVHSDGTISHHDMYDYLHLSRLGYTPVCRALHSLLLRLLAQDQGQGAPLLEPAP
LYPLA1 counter – blocks human lysophospholipase 1, a PME1 counter-screen. hit rate 0.16% among 320,000. recombinant LYPLA1, FP-Rh probe fluorescence polarization. inhibition, % at 5.9 µM. AID 2174;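 active means inhibition above the mean of all tested compounds plus 3 SD, set per campaign, cut at about 14% in these data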;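 further: inhibitors block serine hydrolase probe labeling of LYPLA1 so polarization falls; 0% = enzyme with DMSO and 100% = wells lacking LYPLA1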
Target sequence (O75608 whole entry, looked up): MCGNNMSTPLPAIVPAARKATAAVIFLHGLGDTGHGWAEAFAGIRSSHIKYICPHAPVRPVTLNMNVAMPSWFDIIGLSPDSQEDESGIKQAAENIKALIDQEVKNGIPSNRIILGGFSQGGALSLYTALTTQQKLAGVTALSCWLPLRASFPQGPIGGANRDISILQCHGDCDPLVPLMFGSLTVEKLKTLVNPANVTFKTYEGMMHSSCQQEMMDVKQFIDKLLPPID
PAD4 FP inh – PAD4 (human) enzyme inhibition; hit rate 0.41% among 330,000; recombinant PAD4, RCA probe fluorescence polarization; inhibition, % at 6.36 µM; AID 485272;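 active means percent inhibition above a cutoff equal to the mean of all tested compounds plus 3 SD, cut at about 15% in these data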;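 further: 0% = PAD4 with RCA probe and DMSO and 100% = probe without PAD4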
PAFAH1B2 FP inh – PAFAH1B2 (human) inhibition | P68402 | AID 492953 | inhibition, % at 3.39 µM | recombinant PAFAH1B2, FP-rhodamine activity probe, fluorescence polarization | hit rate 1.2% among 340,000;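 active means inhibition above the mean of all tested compounds plus 3 SD, cut at about 24% in these data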;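 further: 0% = enzyme with DMSO and 100% = wells lacking PAFAH1B2; many of its hits are not listed in these tables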
GSTO1 counter – counter-screen for RBBP9 inhibitors: inhibitors of human GSTO1 | P78417 | recombinant GSTO1, activity-based probe fluorescence polarization | inhibition, % at 5.96 µM | hit rate 1.1% among 300,000 | AID 1974;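 active means inhibition above the campaign mean inhibition plus 3 SD, cut at about 35% in these data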;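 further: 0% = GSTO1-1 with DMSO and 100% = wells lacking GSTO1-1 enzyme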
An asterisk follows results filed as active; . = not tested or not shown; & = joins results of further samples.

#1 COc1ccc(CCC(=O)NCc2cn3ccsc3n2)cc1
#2 Cc1nn(Cc2ccc(F)cc2)c2sc(C(=O)Nc3nccs3)cc12
#3 O=C(CSc1nnc(-c2cccnc2)n1CCc1ccccc1)N1CCCCC1
#4 Cc1sc(NC(=O)C2CCCC2)c(C#N)c1C
#5 CC1=NCCN1CCNC(=O)Nc1ccc(F)cc1
#6 CC1CCCCC1NC(=O)C1CCN(S(=O)(=O)N2CCOCC2)CC1 (centres undefined)
#7 COc1ccc(NC(=O)Cc2c[nH]c3ccccc23)cc1S(=O)(=O)N1CCCCC1
#8 CC(c1ccco1)N(C(=O)C12CC3(C)CC(C)(CC(C)(C3)C1)C2)c1ccccn1 (centres undefined)

assay / compound,1,2,3,4,5,6,7,8
PME-1 inh,-3,-9,-4,1,-1,2,2,-2
PAFAH2 FP inh,1,-3,2,8,.,10,6,3
pPAFAH inh,2,-3,3,-1,5,0,7,3
Fam108B counter,0,-4,-1,1,-3,-8,-1,0
PAFAH1B3 FP inh,-7,-7,-1,-4,.,7,-2,-2
LYPLA1 counter,-1,-25,0,-1,3,-1,-3,-1
PAD4 FP inh,-2,-6,-7,2,-5,-3,1,0
PAFAH1B2 FP inh,-4,0,6,-2,.,6,-1,-5
GSTO1 counter,7,4,9,0,2,2,-3,3

#9 Cc1cc(F)ccc1NCc1ccncc1
#10 Cc1ccc(C(CC(=O)O)Nc2nc(N3CCOCC3)nc(N3CCOCC3)n2)cc1 (centres undefined)
#11 CCN(C(=O)COC(=O)Cn1c(C)csc1=O)c1c(N)n(Cc2ccccc2)c(=O)[nH]c1=O
#12 C[C@@H]1C[C@H]2[C@@H]3CCC4=CC(=O)C=C[C@]4(C)[C@@]3(F)[C@@H](O)C[C@]2(C)[C@@]1(O)C(=O)CO
#13 C=C(C)c1ccc(C(C)(C)NC(=O)N(Cc2ccccc2)Cc2ccco2)cc1
#14 O=C(COC(=O)c1ccc(Br)o1)NCc1ccc(Cl)cc1
#15 Cn1c(SCC(=O)Nc2cccc(Br)c2)nnc1-c1cc2ccccc2o1
#16 CC(=O)N1c2ccc(S(=O)(=O)N3CCCC(C(=O)Nc4ccc(F)cc4)C3)cc2CC1C (centres undefined)

assay / compound,9,10,11,12,13,14,15,16
PME-1 inh,5,4,0,-2&-3,-3,.,1,-3
PAFAH2 FP inh,-1,-6,0,1&-3,-4,17,0,-8
pPAFAH inh,2,0,5,-5&3,4,6,-1,-5
Fam108B counter,-1,1,2,4,-7,.,-5,2
PAFAH1B3 FP inh,5,8,-2,8&1,0,17,7,7
LYPLA1 counter,2,0,3,-5&2,-1,.,2,-4
PAD4 FP inh,-1,-6,-1,0&-3,-3,7,9,0
PAFAH1B2 FP inh,-3,1,0,-2&8,-4,8,1,0
GSTO1 counter,-1,4,5,7,7,.,1,9

Part of the list above in another layout:
nr | SMILES | PME-1 inh | PAFAH2 FP inh | pPAFAH inh | Fam108B counter | PAFAH1B3 FP inh | LYPLA1 counter | PAD4 FP inh | PAFAH1B2 FP inh | GSTO1 counter
9 | Cc1cc(F)ccc1NCc1ccncc1 | 5 | -1 | 2 | -1 | 5 | 2 | -1 | -3 | -1
13 | C=C(C)c1ccc(C(C)(C)NC(=O)N(Cc2ccccc2)Cc2ccco2)cc1 | -3 | -4 | 4 | -7 | 0 | -1 | -3 | -4 | 7

Continued:
#17 CCOC(=O)c1c(N)sc2c1CCN(CCc1ccccc1)C2
#18 Cc1nc(SC(C)C(=O)NC2CCCC2)c2ccccc2n1 (centres undefined)
#19 CC1=C(C(=O)Nc2ccccc2C)C(c2ccc(C)o2)n2c(s/c(=C/c3ccccc3)c2=O)=N1 (centres undefined)
#20 COc1ccccc1CNC(=O)c1n[nH]c2ccccc12
#21 O=S(=O)(NC1CCCCC1N1CCC(O)CC1)c1ccccc1 (centres undefined)
#22 O=C(O)C1=C[C@@H](C2CC2)C[C@@H](OCCCCO)O1
#23 O=C(Nc1ccc(NC(=O)c2cccs2)cc1)c1ccccc1
#24 S=c1[nH]nc(-c2ccco2)n1/N=C/c1ccccn1

assay / compound,17,18,19,20,21,22,23,24
PME-1 inh,-3,4,2,-3,-1,-3,-7,-4
PAFAH2 FP inh,-2,0,-8,2,-1,4,-12,.
pPAFAH inh,5,2,-1,28*,-4,3,-2,1
Fam108B counter,-1,.,-2,2,-7,2,-7,-1
PAFAH1B3 FP inh,0,6,3,-1,11,9,2,.
LYPLA1 counter,0,-2,-5,-2,-5,-1,-3,-1
PAD4 FP inh,-6,-2,-3,-1,5,-6,-8,-1
PAFAH1B2 FP inh,-1,3,6,-1,7,3,1,.
GSTO1 counter,4,.,-12,7,-3,1,-3,14

#25 O=C(C(c1ccccc1)c1ccccc1)N1CCN(Cc2ccco2)CC1
#26 Cc1ccc2nc(SCC(=O)Nc3cc(C)on3)[nH]c2c1
#27 CCCn1nnc(NC(=O)COc2ccccc2Cl)n1
#28 O=C(O)c1cccnc1SCC(=O)N1CCCCCC1
#29 O=C(NCCN1C(=O)CSC1=O)C1CC(=O)N(c2ccccc2)C1 (centres undefined)
#30 Cc1cccc2cc(CN(CC(C)C)S(=O)(=O)c3ccccc3)c(=O)[nH]c12
#31 Cc1ccccc1NC(=O)Nc1ccccc1N1CCCCC1
#32 Cc1cc(C(=O)Nc2ccc(Br)cn2)sc1C

assay / compound,25,26,27,28,29,30,31,32
PME-1 inh,4,1,1,5,-3,-8,3,-4
PAFAH2 FP inh,-7,7,2,8,-8,3,5,2
pPAFAH inh,1,7,3,3,2,6,0,4
Fam108B counter,2,-7,-3,-1,4,-1,-1,.
PAFAH1B3 FP inh,2,-2,-3,0,4,7,8,7
LYPLA1 counter,2,-1,4,-4,1,-4,-1,4
PAD4 FP inh,3,-2,2,-1,3,4,5,-2
PAFAH1B2 FP inh,-2,3,0,2,-3,3,14,7
GSTO1 counter,4,1,9,-2,-3,0,10,.

#33 O=C1/C(=C/c2cccnc2)Sc2ccccc21
#34 COc1ccc(/C(C)=N/Nc2ccc(C(=O)O)cc2)cc1OC
#35 COc1ccc(/C=N/NC(=O)Nc2nonc2N)cc1
#36 Cc1ccc(C(=O)N2CCN(c3ccc(NC(=O)c4cccnc4Cl)cc3)CC2)cc1
#37 NC(=S)Nc1nc2ccccc2[nH]c1=O
#38 CCC(Br)C(=O)Nc1ccc(OC)cc1 (centres undefined)
#39 S=c1[nH]c(-c2ccccc2)cn1/N=C/c1cccc2ccccc12
#40 Cc1ccc(C2C(C(=O)c3cc4ccccc4o3)=C(O)C(=O)N2CCN2CCOCC2)o1 (centres undefined)

assay / compound,33,34,35,36,37,38,39,40
PME-1 inh,6,-5,-4,-1,3,-2,28*,-7
PAFAH2 FP inh,1,-3,7,-6,.,0,-5,2
pPAFAH inh,2,3,1,0,8,1,1,9
Fam108B counter,11,-2,-4,1,0,1,17,-2
PAFAH1B3 FP inh,3,0,5,8,.,-4,18,0
LYPLA1 counter,3,-2,2,5,0,-2,-8,0
PAD4 FP inh,4,0,-6,-6,-4,-1,-1,-3
PAFAH1B2 FP inh,2,-1,-1,-1,.,2,7,1
GSTO1 counter,13,-1,3,-3,6,7,-33,15

#41 O=C(CCn1c(=O)c2ccccc2n(Cc2cccnc2)c1=O)NCc1ccc2c(c1)OCO2
#42 O=S1(=O)CCOC[C@H](CC2CCCCC2)N1Cc1ccc(Cl)cc1
#43 Cc1ccc(NC(=S)N2CCC(NC(=O)c3ccc(F)cc3)CC2)cc1
#44 COc1cccc(C(CC(=O)NCc2ccco2)NS(=O)(=O)c2ccc(C)cc2)c1OC (centres undefined)
#45 O=C(CNCc1ccccc1)Nc1ccc(F)cc1
#46 CCC(O)C1CCN(Cc2cn(Cc3ccccc3)nc2-c2cc3ccccc3o2)CC1 (centres undefined)
#47 COc1ccc(C2C(C(=O)c3ccco3)=C(O)C(=O)N2CC2CCCO2)cc1OC (centres undefined)
#48 COc1ccc(NC(=O)COC(=O)c2ccc(Br)o2)cc1OC

assay / compound,41,42,43,44,45,46,47,48
PME-1 inh,0,1,0,-2,-12,3,-1,2
PAFAH2 FP inh,1,-1,-3,6,8,-7,0,-6
pPAFAH inh,3,-2,-1,2,0,28*,-1,6
Fam108B counter,0,2,2,0,6,-2,-2,1
PAFAH1B3 FP inh,5,-1,9,8,8,5,2,-1
LYPLA1 counter,2,-3,0,0,1,1,2,1
PAD4 FP inh,0,-4,-4,0,1,1,-14,-4
PAFAH1B2 FP inh,4,29*,3,1,0,0,4,-2
GSTO1 counter,-5,0,2,-1,23,-1,4,4

Brought forward from above: two compounds, followed by the next part.
#47 COc1ccc(C2C(C(=O)c3ccco3)=C(O)C(=O)N2CC2CCCO2)cc1OC (centres undefined)
#48 COc1ccc(NC(=O)COC(=O)c2ccc(Br)o2)cc1OC
#49 O=c1[nH]c2ccccc2c2nc3ccccn3c12
#50 CCCn1c(N)c(N(CCOC)C(=O)COC(=O)CSc2cc(C)c3ccccc3n2)c(=O)[nH]c1=O
#51 O=[N+]([O-])c1ccccc1Oc1ccc(S(=O)(=O)N2CCOCC2)cc1
#52 N#CCSc1nnc2ccc3ccccc3n12
#53 C=CCc1cccc2cc(NC(C)=O)c(=O)oc12
#54 CCOC(=O)C1=C(C)NC(C)=C(C(=O)OCC)C1C(=O)OCC(=O)NCc1ccc(F)cc1
#55 C[n+]1ccccc1Nc1cc([N+](=O)[O-])ccc1N
#56 O=C(c1ccccc1)N1CCN(CC(O)Cn2ccc3ccccc32)CC1 (centres undefined)
#57 CCC(CC)NC(=O)COn1nnc2ccc(S(=O)(=O)N3CCOCC3)cc21

assay / compound,47,48,49,50,51,52,53,54,55,56,57
PME-1 inh,-1,2,3,-4,20,-2,1,.,-7,5,-1
PAFAH2 FP inh,0,-6,1,5,-13,5,-3,10,-4,-2,-6
pPAFAH inh,-1,6,3,5,0,3,1,7,-3,-1,0
Fam108B counter,-2,1,-1,-1,.,6,-1,.,1,2,-4
PAFAH1B3 FP inh,2,-1,7,-2,5,6,-5,13,6,5,4
LYPLA1 counter,2,1,0,3,0,0,-2,.,-2,2,0
PAD4 FP inh,-14,-4,1,-4,-5,-2,5,-6,4,-4,3
PAFAH1B2 FP inh,4,-2,0,2,-2,0,4,7,-3,-1,5
GSTO1 counter,4,4,4,-8,.,8,-8,.,4,-8,-6

Source: PubChem BioAssay

This is a subset; rates above refer to the full screens.
